Bioassay records deposited in PubChem BioAssay by National Center for Advancing Translational Sciences (NCATS).
FLuc counter: qHTS profiling assay for firefly luciferase inhibitor/activator using purifed enzyme and Km concentrations of substrates (counterscreen for miR-21 project); Luciferin 4-monooxygenase (Photinus pyralis), P08659; purified FLuc, Km substrates, luminescence inhibition; Potency, µM (doses to about 57.5 µM), for the others: at the highest dose activity change, negative = inhibition, most hits filed as inhibitors; 6.9% of 360,000 active;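 note: potency is the fitted concentration of half-maximal effect; plate controls were vehicle for no effect and reference inhibitor for full effect; nearly all actives have a fitted effect of over 55% in size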
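Biochemical qHTS of compounds, final roughly 60 µM downward over six points, against 10 nM purified firefly luciferase using Km concentrations of substrates (10 uM D-luciferin, 10 uM ATP) in Tris acetate pH 7.5 buffer; luminescence output.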
Menin MLL FP TR: qHTS Assay for Inhibitors Targeting the Menin-MLL Interaction in MLL Related Leukemias: Competition With Texas Red Labeled MLL-derived Mutant Peptide. 0.23% of 270,000 active. Potency, µM (highest dose often 61.6 µM), for inactives: at the highest dose FP activity change, negative = inhibition, actives largely listed as inhibitors. O00255. Menin + Texas Red MLL mutant peptide, fluorescence polarization; active = well fitted inhibition curve with a large enough effect in the polarisation, with a control signal flat, not every such curve was filed as active; inconclusive = small, poorly fitted or top-dose-only effect, or effect the other way, or a change in a side signal; inactive = no such curve, though single readings can be large or run the other way; the % refers to the polarisation; note: potency is the fitted concentration of half-maximal effect; % of control where 0% means no effect; many of its hits are not listed in these tables
Target sequence (O00255 whole entry, looked up): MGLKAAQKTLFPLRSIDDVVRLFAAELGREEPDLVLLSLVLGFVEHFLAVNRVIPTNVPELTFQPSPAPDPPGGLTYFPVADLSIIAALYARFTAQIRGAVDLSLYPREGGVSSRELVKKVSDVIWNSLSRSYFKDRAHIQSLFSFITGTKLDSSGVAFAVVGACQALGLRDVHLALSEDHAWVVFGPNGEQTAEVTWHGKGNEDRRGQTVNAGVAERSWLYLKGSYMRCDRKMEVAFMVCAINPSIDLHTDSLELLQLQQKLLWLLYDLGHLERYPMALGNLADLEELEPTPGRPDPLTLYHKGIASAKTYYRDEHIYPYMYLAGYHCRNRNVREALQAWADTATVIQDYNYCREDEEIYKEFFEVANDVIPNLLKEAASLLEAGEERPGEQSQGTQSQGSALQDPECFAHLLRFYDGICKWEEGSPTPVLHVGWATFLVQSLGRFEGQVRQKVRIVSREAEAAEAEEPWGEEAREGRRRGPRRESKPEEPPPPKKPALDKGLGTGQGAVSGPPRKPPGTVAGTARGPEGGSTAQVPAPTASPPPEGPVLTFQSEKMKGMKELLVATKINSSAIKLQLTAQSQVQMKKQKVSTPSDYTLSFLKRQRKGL
BRCA1 expr act: qHTS Assay to Identify Small Molecule Activators of BRCA1 Expression | MCF7-BRCA1-FFLuc reporter, luminescence, 48 h; response scale: scaled: vehicle 0%, 10 µM genistein 100% | Potency, µM (series often up to 46.1 µM), for inactives: at the top dose activation, hits mostly activators | 1.1% of 380,000 active; note: potency is the fitted concentration of half-maximal effect; nearly all actives have a fitted effect of over 80% in size; some results filed as inactive show a strong effect at the top dose
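Using MCF7 cells harboring a BRCA1 firefly luciferase reporter, plated 2 h before compound pinning, the screen measured luminescence after 48 h incubation. Responses were normalized to DMSO and 10 microM genistein, then fitted for concentration-effect.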
VP16 counter: VP16 counterscreen qHTS for inhibitors of ROR gamma transcriptional activity. Potency, µM (highest dose often 53.6 µM), without a hit: at the top dose activity, negative = inhibition, actives largely listed as inhibitors. Drosophila S2 Gal4-VP16 UAS-luciferase, luminescence, 20 h. 3.5% of 310,000 active. AID 2546, 2010;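 note: Gal4-VP16 expression switched on by copper sulfate through the metallothionein promoter; potency is the fitted concentration of half-maximal effect; % is set by controls: 0 for no effect and ±100 for the full control effect; nearly all actives have a fitted effect of over 50% in size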
RORgamma inh: qHTS for inhibitors of ROR gamma transcriptional activity; Drosophila S2 Gal4-RORgamma UAS-luciferase reporter, 20 h; AID 2551, 2010; Potency, µM (highest dose often 53.6 µM), for the others: at the top dose activity change, negative = inhibition, hits mostly inhibitors; 5.4% of 310,000 active; note: potency is the fitted concentration of half-maximal effect; % is set by controls: 0 for no effect and ±100 for the full control effect; nearly all actives have a fitted effect of over 60% in size
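Using a luciferase readout, inhibitors were identified by reduced reporter activity in Drosophila cells coexpressing a copper-inducible Gal4–ROR gamma fusion and UAS-driven Photinus luciferase, incubated 20 hr after 700 uM copper sulfate.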
NPC1 promoter act: qHTS Assay for NPC1 Promoter Activators; Huh7 NPC1 promoter luciferase reporter, 24 h; Potency, µM (doses to about 9.22 µM), for the others: at the top dose activation, usual class: activators; 2.4% of 320,000 active; AID 485313, 2010;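 note: potency is the fitted concentration of half-maximal effect; % of control where 0% means no effect; nearly all actives have a fitted effect of over 60% in size; reporter is driven by a mutant NPC1 promoter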
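Stably transfected Huh7 (NPC1 promoter→luciferase), 1500 cells/well in Opti-MEM + 10% FBS, 2 h settle, then compound 24 h at 37 °C. Luminescence after 10 min with Amplite reagent.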
p53 reactivation: qHTS assay for re-activators of p53 using a Luc reporter; H1299 p53-A138V BP100-luciferase reporter, luminescence, 24 h; Potency, µM (titrated, usually from 92.2 µM), without a hit: at the top dose activity change, positive = activation, most hits filed as activators; 0.063% of 320,000 active; note: potency is the fitted concentration of half-maximal effect; % of control where 0% means no effect; nearly all actives have a fitted effect of over 45% in size
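H1299 (p53-null), stable ts p53-A138V + BP100-Luc; 1000 cells/well, Opti-MEM/10% FBS; cpd 4 pt, 1:5; 24 h, 37 deg C, 5% CO2; detection reagent 10 min RT; luminescence.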
ELG1 genotoxic: qHTS screen for small molecules that induce genotoxicity in human embryonic kidney (HEK293T) cells expressing luciferase-tagged ELG1 | Potency, µM (series often up to 46 µM), for the others: top-dose activity change, positive = activation, most hits filed as activators | 1.3% of 330,000 active | HEK293T ELG1-luciferase reporter, luminescence, 16 h; note: potency is the fitted concentration of half-maximal effect; % of control where 0% means no effect; nearly all actives have a fitted effect of over 60% in size
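HEK293T cells expressing luciferase-tagged ELG1 were treated with compound or DMSO for 16 hr at 37°C. Luciferase activity was then read after 30 min with ONE-Glo at room temperature; rising signal flags genetic stress.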
Rab9 prom act: qHTS Assay for Rab9 Promoter Activators. Huh7 Rab9 promoter-luciferase reporter, luminescence, 24 h. Potency, µM (titrated, usually from 9.22 µM), for the others: at the top dose activation, negative = inhibition, hits mostly activators. 2.8% of 320,000 active. AID 485297, 2010; note: potency is the fitted concentration of half-maximal effect; % of control where 0% means no effect; nearly all actives have a fitted effect of over 60% in size
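Rab9 promoter-driven luciferase in stably transfected Huh7 cells; 1500 cells/well rested 2 h, exposed to compound in DMSO for 24 h at 37 °C, 5% CO2. Luminescence read 10 min after adding luciferase reagent at ambient temperature.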
PKM2 act: qHTS Assay for Activators of Human Muscle isoform 2 Pyruvate Kinase; Pyruvate kinase PKM (Homo sapiens), P14618; AID 1631, 2009; purified PKM2, Kinase-Glo ATP luminescence, activation; response scale: 0% is enzyme alone, no compound; 0.34% of 260,000 active; Potency, µM (doses to about 57.5 µM), for the others: top-dose activation, hits mostly activators; note: potency is the fitted concentration of half-maximal effect; % is set by controls: 0 for no effect and ±100 for the full control effect; nearly all actives have a fitted effect of over 55% in size
Target sequence (P14618 whole entry, looked up, canonical isoform): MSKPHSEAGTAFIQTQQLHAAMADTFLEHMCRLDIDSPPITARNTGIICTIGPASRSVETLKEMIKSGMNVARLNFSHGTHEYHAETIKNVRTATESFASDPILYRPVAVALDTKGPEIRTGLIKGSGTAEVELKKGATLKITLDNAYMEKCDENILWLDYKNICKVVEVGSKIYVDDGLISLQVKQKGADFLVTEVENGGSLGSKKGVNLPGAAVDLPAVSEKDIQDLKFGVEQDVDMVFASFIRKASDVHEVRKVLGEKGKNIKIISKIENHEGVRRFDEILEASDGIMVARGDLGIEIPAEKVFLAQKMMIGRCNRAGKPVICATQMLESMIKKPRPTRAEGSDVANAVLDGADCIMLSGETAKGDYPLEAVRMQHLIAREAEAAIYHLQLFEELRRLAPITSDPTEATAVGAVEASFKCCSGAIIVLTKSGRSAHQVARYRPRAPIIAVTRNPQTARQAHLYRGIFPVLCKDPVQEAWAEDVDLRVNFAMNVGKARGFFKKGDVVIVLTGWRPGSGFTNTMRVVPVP
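ATP formation by purified human PK-M2, quantified via coupled luciferase luminescence after 1 h at room temperature with 0.1 mM ADP and 0.5 mM PEP final.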
Giardia killer: Small Molecules that selectively kill Giardia lamblia: qHTS | Giardia lamblia trophozoite viability | activity change, % at 7.66 µM, hits read low | 0.15% of 340,000 active | AID 540267, 2011; in the data active = activity change below about -80%; inconclusive = between about -30% and that limit;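 note: parasites exposed to compound for two days anaerobically before the ATP read; % is set by controls: 0 for no effect and ±100 for the full control effect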
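Giardia lamblia trophozoites (100 cells/well) were incubated with compounds for 48 h at 37 deg C under anaerobic conditions. Viability was read as ATP content by one-step luminescence after 15-30 min at room temperature.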
* hit, by the source's call; ? = inconclusive; · = not tested or not shown; & = joins results of further samples; [ ] = another dose, or the depositor's remark. Unless noted, calls come from the whole dose curve; as a rule, active = well fitted curve in the direction sought with a large enough effect; inconclusive = small, poorly fitted or top-dose-only effect, or another doubt; inactive = no such curve, though single readings can be large; an effect the other way counts as inactive or inconclusive.

Under each structure: FLuc counter | Menin MLL FP TR | BRCA1 expr act | VP16 counter | RORgamma inh | NPC1 promoter act | p53 reactivation | ELG1 genotoxic | Rab9 prom act | PKM2 act | Giardia killer
O=C(O)CSc1nc2c(c(C(F)(F)F)n1)CCc1ccccc1-2
  ? | 2% | -14% | 8% | 11% | -2% | -3% | -3% | -4% | 0% | -4
CC1=NN(C(N)=S)C(=O)C1N=Nc1cccc(C(=O)O)c1 (configuration not stated)
  4.8µM* | 27% | -33% | ? | 11µM* | ? | -45%[inhibitor] | 2% | 2.5µM* | -1% | 6
Cc1ccc(C(C)NC(=O)c2ccco2)cc1C (configuration not stated)
  2%[2.3 µM] | -1% | -11% | 20% | 33% | 1% | 3% | -2% | -4% | 0% | -3
O=C(Nc1cccc(C(F)(F)F)c1)C1CCN(S(=O)(=O)c2ccc(N3CCCC3=O)cc2)CC1
  0% | · | -43% | 13µM* | ? | -10% | -9% | -10% | -15% | · | -7
Cc1ccc(NC(C)c2cc(Cl)ccc2O)cc1 (configuration not stated)
  -3% | ? | -27% | 13µM* | ? | 11% | -7% | -5% | -3% | -18% | -15
COc1cccc(C2C(C(N)=O)=C(C)Nc3nc(-c4cccc(Cl)c4)nn32)c1 (configuration not stated)
  -3% | -7% | -28% | -3% | -30% | 3% | -5% | ? | 0% | 0% | 13
Cn1cnnc1SCC(=O)Nc1cc(C(F)(F)F)ccc1N1CCOCC1
  -1% | 9% | 26% | -5% | 25% | 0% | -5% | 2% | 0% | -26% | -10
CCO[C@@H]1OC(C(=O)N2CCCCCCC2)=C[C@H](c2cn(C(C)=O)c3ccccc23)[C@H]1CCCO
  6% | ? | -4% | 4% | 38% | -6% | -8% | -3% | -2% | -1% | 15
O=C(NCc1cccs1)C(=O)NCC1OCCCN1S(=O)(=O)c1ccccc1 (configuration not stated)
  5% | -7% | -3% | -14% | 39% | -7% | 2% | -1% | 0% | 4% | -21
CCCCc1nc2cc(C(=O)N3CCC[C@H]3CO)ccc2o1
  -18% | -1% | 65% | -3% | 16% | 28% | ? | ? | 24% | 0% | 51[activator]
COCCCn1c(C2CCCCC2)nc2oc3cc(OC)ccc3c(=O)c2c1=O
  2% | -14% | 1% | -1% | -7% | -3% | -4% | -3% | 0% | -4% | -4
CC1COC(c2cccn2Cc2ccccc2Cl)=N1 (configuration not stated)
  5% | -23% | 2% | -5% | ? | -1% | 2% | 0% | 4% | 1% | -13
COc1ccc(CNC(=O)c2c([S-])n(-c3ccc(C)cc3)c3cccc[n+]23)cc1
  -10% | 15% | -39% | 5% | 29% | -7% | 1% | 2% | -4% | -1% | -27
COc1ccc2nc(/C=N/NC(=O)CCCCCNC(=O)OC(C)(C)C)ccc2c1
  11µM* | · | 85% | -18% | -24% | 3.2µM* | 5% | 4% | 4µM* | 4% | -4
Cc1cc(C)cc(N(CC(=O)NC2CCCCCC2)S(=O)(=O)c2c(C)[nH]c(=O)[nH]c2=O)c1
  0% | · | 9%&0% | 0% | -1% | 1% | -4% | 0%&0% | -9% | -1% | ?
COCCN(C(=O)CSc1ncn[nH]1)c1c(N)n(Cc2ccccc2)c(=O)[nH]c1=O
  5% | · | 7% | · | · | 6% | 0% | 0% | -2% | · | 4
COc1ccc(/C=C/C(=O)NCC2COc3ccccc3O2)c(OC)c1 (configuration not stated)
  24µM* | 20% | 65% | ? | 13% | 12% | 11% | 2% | 4% | -2% | -4
Cc1ccccc1OCC(=O)OCC(=O)c1ccc(OC(=O)c2ccccc2)cc1
  0% | -20% | -1% | -4% | 16% | -1% | 15% | 1% | -2% | 3% | -3
OCC[C@@H]1C[C@H](O)[C@@H](O)[C@]2(Cc3ccccc3CCO2)O1
  1% | -9% | -2% | 5% | -27% | -4% | 9% | 2% | -1% | 24% | 11
C=CCOc1c(Br)cc(CNn2c(C)n[nH]c2=S)cc1OC
  3% | -1% | -6% | ? | ? | -2% | 8% | 8% | -2% | -10% | 3
O=C(CSC1=NCCS1)Nc1ccc(F)cc1
  -14% | 9% | 39% | -6% | -12% | -3% | -1% | 0% | -4% | 9% | -13
CC1(C)CC(=O)C=C(NCc2ccco2)C1
  3% | 0% | -1% | -3% | -13% | -1% | 5% | -1% | -6% | -3% | -15
CCO[C@H]1OC(C(=O)N2CCN(C)CC2)=C[C@@H](C2CC2)[C@@H]1CCCO
  0% | -12% | 10% | 6% | -7% | -6% | 4% | 7% | 4% | 0% | -9
CCc1nc(NCCO)c(C#N)c2c1CSC(C)(C)C2
  -3% | · | -29% | -21% | -1% | 2% | 0% | -9% | -1% | -4% | 42[activator]
COc1ccccc1NC(=O)Nc1nnc(Cc2ccccc2F)s1
  -1% | ? | -22% | -2% | -12% | 6% | 3% | 8% | -15% | · | 28
Cc1csc2c(=O)sc(NC(=O)c3ccco3)nc12
  ? | · | -66% | 6% | 4% | 4% | -1% | 1% | -1% | -2% | -6
Cc1ccc(S(=O)(=O)N2CCN(C(=O)Cn3nc(C(=O)O)c4ccccc4c3=O)CC2)cc1
  0% | · | 26% | 1% | 3% | -2% | -1% | -2% | -3% | -2% | 5
COc1ccc(NCN2C(=O)CCC2=O)cc1
  3% | -2% | 42% | 9% | 11% | 6% | -1% | 15% | 0% | 5% | 4
CN(CC(=O)Nc1cccc(F)c1)C(=O)CN1c2cccc3cccc(c23)S1(=O)=O
  -2% | · | -49% | · | · | 0% | -15% | -1% | -6% | · | -5
CC(C)(C)c1ccc(C(=O)Nc2c3c(nn2C(C)(C)C)CS(=O)(=O)C3)cc1
  0% | · | -17% | -5% | 3% | -2% | 28% | -3% | -1% | 0% | -3
COc1cc2nc(CN3CCN(C(C)=O)CC3)[nH]c(=O)c2cc1OC
  -1% | -18% | 0% | -9% | ? | 4% | -1% | -3% | 0% | 3% | -6
O=C1NC(=S)N/C1=C\C=C\c1ccccc1
  ? | · | 51% | 18% | -28% | 23% | 16% | 17% | 25% | 2% | -12
CCN(CC(=O)Nc1ccccc1C(F)(F)F)C(=O)c1ccc(N2C(=O)CCC2=O)cc1
  1% | · | -16% | -3% | -1% | -2% | 0% | -6% | -6% | 0% | -14
CC(=O)Nc1nc2c(ncn2COCCOC(C)=O)c(=O)[nH]1
  -2% | ? | · | 4% | -4% | 0% | -2% | -6% | -2% | 1% | ·
CN1CC(=O)N(CC(=O)Nc2ccc(N3CCOCC3)cc2)C1=O
  · | · | 12% | · | · | -1% | ? | -1% | 4% | · | 42[activator]
Cc1ccc2c(c1)N(CCC(=O)NCc1ccccn1)C(=O)CO2
  1% | 14% | 6% | -2% | 3% | -2% | -1% | -5% | -4% | -8% | 16
N#Cc1c2c(c(NCCCN3CCOCC3)n3c1nc1ccccc13)CCC2
  4% | -20% | 0% | -3% | -17% | -6% | -12% | 1% | -1% | 1% | -4
CC(C)C(C)NC(=O)CN1C(=O)NC2(CCc3ccccc32)C1=O (configuration not stated)
  -1% | 2% | -3% | 8% | 19% | -1% | 4% | 1% | 1% | -1% | 2

In another format: results already given.
> COc1cc2nc(CN3CCN(C(C)=O)CC3)[nH]c(=O)c2cc1OC
  FLuc counter: -1%; Menin MLL FP TR: -18%; BRCA1 expr act: 0%; VP16 counter: -9%; RORgamma inh: ?; NPC1 promoter act: 4%; p53 reactivation: -1%; ELG1 genotoxic: -3%; Rab9 prom act: 0%; PKM2 act: 3%; Giardia killer: -6
> O=C1NC(=S)N/C1=C\C=C\c1ccccc1
  FLuc counter: ?; Menin MLL FP TR: ·; BRCA1 expr act: 51%; VP16 counter: 18%; RORgamma inh: -28%; NPC1 promoter act: 23%; p53 reactivation: 16%; ELG1 genotoxic: 17%; Rab9 prom act: 25%; PKM2 act: 2%; Giardia killer: -12
> CCN(CC(=O)Nc1ccccc1C(F)(F)F)C(=O)c1ccc(N2C(=O)CCC2=O)cc1
  FLuc counter: 1%; Menin MLL FP TR: ·; BRCA1 expr act: -16%; VP16 counter: -3%; RORgamma inh: -1%; NPC1 promoter act: -2%; p53 reactivation: 0%; ELG1 genotoxic: -6%; Rab9 prom act: -6%; PKM2 act: 0%; Giardia killer: -14

Not all compounds are listed, so the mix of outcomes need not match the whole.
